Source: PubChem (National Center for Advancing Translational Sciences (NCATS))
AMA1-RON2 inh: qHTS for Inhibitors of AMA1-RON; Towards Development of Antimalarial Drug Lead: Primary Screen | 0.2% of 360,000 active | Potency, µM (doses to about 58.2 µM), without a hit: at the highest dose activity change, negative = inhibition, actives largely listed as inhibitors | Plasmodium falciparum AMA1 (3D7) - RON2 peptide interaction | AlphaScreen AMA1-biotinylated RON2 peptide binding;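 further: potency means the concentration at half of the fitted maximal effect; 0% = vehicle wells and -100% = peptide control; nearly all actives have a fitted effect of over 45% in size; some results filed as inactive show a strong effect at the top dose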
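AMA1 (3D7) with his tag at 25 nM final met compounds first, then biotinylated RON2 peptide at 25 nM; detection used donor plus acceptor beads, 10 µg/mL apiece, read by AlphaScreen after 30 min at room temperature.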
AmpC inh no detg: qHTS Inhibitors of AmpC Beta-Lactamase (assay without detergent) | 0.52% of 330,000 active | P00811 | AmpC nitrocefin hydrolysis, absorbance 480 nm, 0.0001% Triton | Potency, µM (doses to about 57.1 µM), for the others: top-dose activity change, negative = inhibition, actives largely listed as inhibitors;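 further: potency means the concentration at half of the fitted maximal effect; plate controls were no compound for no effect and no enzyme for full effect; nearly all actives have a fitted effect of over 20% in size; some results filed as inactive show a strong effect at the top dose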
Target sequence (P00811 whole entry, looked up): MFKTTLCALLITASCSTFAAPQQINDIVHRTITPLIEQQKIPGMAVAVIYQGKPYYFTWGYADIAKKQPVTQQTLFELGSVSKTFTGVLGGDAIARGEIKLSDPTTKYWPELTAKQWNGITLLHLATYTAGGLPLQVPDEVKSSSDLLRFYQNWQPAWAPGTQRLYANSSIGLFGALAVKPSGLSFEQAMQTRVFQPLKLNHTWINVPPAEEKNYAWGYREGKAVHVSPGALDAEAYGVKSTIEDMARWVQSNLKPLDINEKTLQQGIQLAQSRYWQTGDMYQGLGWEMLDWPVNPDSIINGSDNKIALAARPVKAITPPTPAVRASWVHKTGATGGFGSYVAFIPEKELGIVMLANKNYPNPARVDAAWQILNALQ
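20 mM phosphate pH 7.0 + 0.01% (detergent screen) or 0.0001% Triton X-100; 5.3 nM AmpC reagent; cpd preinc 15 min RT; nitrocefin (800 uM stock) to start; A480 q20 s × 4 min; Activity was normalised to no-enzyme and no-compound control wells.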
LmPK inhibitor: qHTS Assay for Inhibitors of Leishmania Mexicana Pyruvate Kinase (LmPK); purified LmPK, Kinase-Glo ATP luminescence, 1 h; Potency, µM (doses to about 57.5 µM), for inactives: top-dose activity change, negative = inhibition, hits mostly inhibitors; 0.37% of 290,000 active; AID 1721, 2009; further: potency means the concentration at half of the fitted maximal effect
Target sequence (Q27686 whole entry, looked up): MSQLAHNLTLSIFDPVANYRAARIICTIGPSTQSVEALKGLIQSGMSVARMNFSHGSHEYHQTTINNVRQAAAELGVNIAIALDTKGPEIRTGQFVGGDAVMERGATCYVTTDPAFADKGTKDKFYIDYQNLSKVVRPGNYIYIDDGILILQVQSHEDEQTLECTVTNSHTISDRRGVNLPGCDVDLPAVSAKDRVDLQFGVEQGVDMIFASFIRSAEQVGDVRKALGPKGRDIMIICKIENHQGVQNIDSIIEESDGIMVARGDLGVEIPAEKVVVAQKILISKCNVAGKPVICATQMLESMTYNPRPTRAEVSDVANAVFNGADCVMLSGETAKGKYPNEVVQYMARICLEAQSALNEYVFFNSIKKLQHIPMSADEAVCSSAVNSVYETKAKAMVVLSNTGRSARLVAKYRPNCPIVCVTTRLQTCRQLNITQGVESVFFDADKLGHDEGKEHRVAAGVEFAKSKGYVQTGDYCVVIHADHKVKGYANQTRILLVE
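0.1 nM LmPK, 0.5 mM PEP, 0.1 mM ADP; 50 mM imidazole pH 7.2, 7 mM MgCl2, 50 mM KCl; 1 h RT. Kinase-Glo luminescence readout, normalized to no-enzyme (full inhibition) and uninhibited wells.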
Tb PYK inh: qHTS of Trypanosoma Brucei Inhibitors; TbPYK enzyme, Kinase-Glo Plus ATP luminescence, 45 min; Potency, µM (highest dose often 76.8 µM), for inactives: at the highest dose activity, negative = inhibition, usual class: inhibitors; 0.12% of 410,000 active; AID 624173, 2012; further: potency means the concentration at half of the fitted maximal effect; nearly all actives have a fitted effect of over 50% in size
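In this concentration-response screen, enzyme-free wells defined baseline while DMSO plates tracked drift. Each reaction combined TbPYK, substrate, compound and 130 uM ADP for 45 min at room temperature. Kinase-Glo Plus luminescence gave the signal.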
HCMV inh: qHTS Assay for inhibitors of the human cytomegalovirus (HCMV); HFF cells, HCMV-luciferase reporter, 72 h; stronger effect = lower value; activity change, negative = inhibition, % at 57.5 µM; 4.5% of 410,000 active; AID 1259415, 2018; in the data active means activity change below about -60%; inconclusive means no clear call, values can overlap the other calls; inactive means above about -39%
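Screen run at 2 compound doses on HFFs infected with reporter HCMV, MOI 1 PFU/cell. Luciferase activity from cell lysates at 72 h post infection gave inhibition relative to buffer-only and Salinomycin wells.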
Sm TGR inh: qHTS Assay for the Inhibitors of Schistosoma Mansoni Peroxiredoxins; 3% of 360,000 active; Potency, µM (highest dose often 114 µM), inactives show at the top dose activity change, negative = inhibition, usual class: inhibitors; purified TGR, DTNB reduction, TNB absorbance 405 nm; Schistosoma mansoni thioredoxin glutathione reductase (TGR), Q962Y6; further: potency means the concentration at half of the fitted maximal effect; nearly all actives have a fitted effect of over 60% in size
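First, TGR (20 nM dispensed) and NADPH were mixed with compound. Second, a 15 min room-temperature incubation followed. Third, further NADPH and then DTNB were added to start the reaction. Finally, TNB absorbance was monitored kinetically.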
AmpC detergent: qHTS Inhibitors of AmpC Beta-Lactamase (assay with detergent). P00811. AmpC hydrolysis of nitrocefin, absorbance 480 nm, 0.01% Triton. Potency, µM (highest dose often 114 µM), inactives show top-dose activity change, negative = inhibition, actives largely listed as inhibitors. 0.041% of 370,000 active. AID 485294, 2010;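 further: potency means the concentration at half of the fitted maximal effect; 0% = no-compound wells and -100% = no-enzyme wells; nearly all actives have a fitted effect of over 25% in size; some results filed as inactive show a strong effect at the top dose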
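AmpC (5.3 nM in the dispensed reagent) in 20 mM phosphate pH 7.0 with 0.01% (detergent screen) or 0.0001% Triton X-100 was preincubated with compounds for 15 min at room temperature. Nitrocefin was then added from an 800 uM solution, and hydrolysis was followed at 480 nm.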
Active calls of the source: *; ? = inconclusive; / = not tested or not shown; & = joins results of further samples; [ ] = remark or other dose. Unless noted, the call rests on the fitted dose curve; in most records, active means well fitted curve in the direction sought with a large enough effect; inconclusive means small, poorly fitted or top-dose-only effect, or another doubt; inactive means no such curve, though single readings can be large; an effect the other way counts as inactive or inconclusive. Unless noted, on the % scale 0 is the no-effect control and ±100 the full control effect.

Molecule | AMA1-RON2 inh | AmpC inh no detg | LmPK inhibitor | Tb PYK inh | HCMV inh | Sm TGR inh | AmpC detergent
O=C(NNC1=NCCC1)c1cccc(S(=O)(=O)N2CCOCC2)c1 | 77%[activator] | -7% | -3% | 9% | 10 | -14% | -6%
Cc1ccc(NC(=O)CN2C(=O)COc3ccc(S(=O)(=O)N4CCCCCC4)cc32)cc1C | / | / | / | -3% | 2 | 1% | -7%
CC12CCC(C(=O)NCc3cccnc3)(OC1=O)C2(C)C (stereo not drawn) | 6% | -11% | 2% | -5% | -11 | 7% | -18%
Cc1nn(Cc2ccccc2)c(C)c1NC(=O)CSc1nc(C2CC2)nc2c1cnn2-c1ccccc1 | -10% | -5% | 7% | 3% | -39 | 6% | 1%
CCOC(=O)N(Cc1ccccc1)C(C(=O)O)C(C(=O)O)N(Cc1ccccc1)C(=O)OCC (stereo not drawn) | 1% | -17% | -2% | 6% | -1 | -1% | 5%
FC(F)(F)c1cnc(Sc2ncn[nH]2)c(Cl)c1 | 0% | -13% | 2% | -6% | -37 | 3% | 11%
COc1cccc(C(=O)Nc2cccc(C(=O)OCc3cc(=O)n4nc(C5CC5)sc4n3)c2)c1 | / | / | / | 3% | 6 | -7% | -9%
Cc1c(NS(C)(=O)=O)cccc1-c1nc2ccccc2s1 | / | / | / | 5% | -9 | -7% | -3%
COc1ccc(/[N+]([O-])=C/c2ccco2)cc1 | -19% | -12% | / | -13% | 111 | -9% | -6%
O=c1oc2ccccc2cc1-c1ccc(O)cc1O | 9% | -20% | 4% | 1% | 11 | -18% | -2%
O=C(O)C(=O)/C(=C\c1cccc(Cl)c1)c1ccc2ccccc2n1 | 0% | -19% | 0% | 0% | 60 | 4% | -12%
CNc1nc(C)c(C(=O)OCC(=O)OC)s1 | -3% | 6% | -2% | -2% | 33 | -10% | ?
Cc1cc(S(=O)(=O)c2ccc([N+](=O)[O-])cn2)ccc1Br | -15% | / | / | -10% | -98* | / | /
CC1(C(=O)O)CC(C)(C(=O)O)CC(C)(C(=O)O)C1 (stereo not drawn) | 7% | -11% | 1% | 1% | 5 | 8% | -8%
Cc1nnc(NC(=O)CN2CC(C)OC(C)C2)s1 (stereo not drawn) | 9% | -9% | -7% | -2% | 6 | -13% | -12%
COc1ccc(OC)c(NC(=O)CSC2=NCCS2)c1 | 23% | 17% | 3% | -3% | -5 | -18% | -11%
CCCCOc1cccc(C2C(C(=O)c3cccs3)=C(O)C(=O)N2Cc2cccnc2)c1 (stereo not drawn) | -3%[11.6 µM] | -33% | 0% | 34%[activator] | -12 | 13% | 2%
O=C(NCC(c1ccccc1)c1ccccc1)c1nn(-c2ccccc2F)nc1CO | / | / | / | 3% | -35 | 3% | 17%
CCCCNC(=O)[C@@H]1CSC2c3ccccc3C(=O)N21 (stereo partly drawn) | -23% | -9% | 8% | -2% | ? | 31% | -4%
CN(c1cccc(NC(=O)c2ccccc2N(C)S(=O)(=O)c2ccccc2)c1)S(C)(=O)=O | 13% | -7% | 3% | -11% | 7 | 4% | 7%
COc1ccc(CN2CCNC(=O)C2CC(=O)N(C)CCc2cnn(C)c2)c(F)c1 (stereo not drawn) | -2% | 59% | -1% | 0% | -34 | ? | -4%
Cc1cccc(NC(=S)N(CCCN2CCOCC2)C(C)c2cc3ccccc3o2)c1C (stereo not drawn) | -1% | 138%[activator] | 1% | 2% | -20 | -1% | ?
CCOc1ccc(C2(C#N)CC[N+](C)(C)CC2)cc1 | 9% | -15% | -3% | 1% | 28 | 3% | -3%
CCCN1C[C@H](CSC)C[C@@H]2c3cccc4[nH]cc(c34)C[C@H]21 | 0% | -20% | 6% | 5%&-11% | ? | -1% | -7%
O=C(COc1ccccc1)N(Cc1cccnc1)c1nc2ccc(F)cc2s1 | / | / | / | -5% | 111 | 2% | 4%
Cc1cc(C)n2nc(C(=O)NC(C)(C)C)nc2n1 | -2% | -10% | -2% | -5% | -28 | -8% | -3%
COc1ccc(N2C(=O)c3ccccc3NC2c2ccc(NC(C)=O)cc2)c(OC)c1 (stereo not drawn) | -1% | -7% | 13% | 6% | 9 | -4% | -9%
CC(C)S(=O)(=O)c1cnc(-c2cccnc2)nc1N | -1% | -11% | 0% | 3% | 7 | 15% | 7%
CCc1ccc(O)c(C(=O)c2cnc3cc(-c4ccc(C)cc4)nn3c2)c1 | / | / | / | 2% | 2 | -1% | 1%
CC1(C)Cc2cccc(OCC(=O)N3CCN(c4cccc(C(F)(F)F)c4)CC3)c2O1 | 37%[activator] | 137%[activator] | / | -4% | -6 | 5% | -10%
COc1ccc(S(=O)(=O)N2CCCCC2)cc1NS(=O)(=O)c1cc(Cl)ccc1Cl | -3% | -9% | 1% | -2% | -27 | 1% | -6%
Cc1ccc(CN(C)C(=O)c2ccccc2Sc2ccccc2C#N)cc1 | 31%[activator] | -10% | -14% | 3% | 0 | -3% | 0%
CCCCN1C=C(C(=O)OC)C(c2ccccc2C(F)(F)F)C(C(=O)OC)=C1 | 5% | -7% | 1% | 2% | -11 | -14% | ?
COc1ccc(S(=O)(=O)n2nc(OC(C)=O)cc2N)cc1 | 11% | -11% | 0% | -21% | -7 | 25µM* | 1%
COCCCNC(=O)CSc1nc2ccccc2c(=O)n1Cc1ccco1 | / | / | / | -1% | 10 | 6% | 12%
CC1CCN(Cc2nc(-c3ccc(Cl)cc3)no2)CC1 | 0% | -5% | -2% | -6% | 15 | -1% | -12%
CC(=O)N/C(=C\c1ccccc1)C(=O)OCCCOC(=O)/C(=C/c1ccccc1)NC(C)=O | -1% | 39% | -12% | -1% | -28 | -23% | 0%
Nc1nc(CN2CCCCCC2)nc(Nc2ccc(F)cc2)n1 | -8% | 0% | 3% | -2% | 10 | ? | 7%
COc1ccccc1-c1c(C)nn2c(N3CCN(c4ccccc4OC)CC3)cc(C)nc12 | 8% | -4% | 14% | -5% | -7 | 0% | -9%
Cc1cccc(C)c1NC(=O)CN(C)C(=O)c1ccc(OCc2ccccc2)cc1 | -7% | / | / | -14% | -20 | / | /
O=C(c1coc(=O)c(Br)c1)N1CCOCC1 | 5% | -17% | 6% | -7% | 26 | ? | -2%
COCCn1c(SCC(=O)N2CCOCC2)nnc1-c1ccco1 | -7% | -20% | -1% | -12% | 27 | -10% | -10%
COc1ccc(NC(=O)c2cc(C(C)C)on2)cc1OC | 4% | -13% | 2% | -8% | 34 | 10% | 1%
CC(C)COC(=O)NCCCOC(=O)Nc1ccccc1 | 1% | 1% | -5% | -1% | 39 | 12% | 9%
COc1ccc(OC)c(-c2csc(NC(=O)Cn3[nH]c(=O)c4ccccc4c3=O)n2)c1 | 10% | -16%[11.4 µM] | -2% | -2% | -3 | -2% | -15%
COCCCN(CC(=O)NCc1ccccc1)S(=O)(=O)c1ccc(C)cc1 | 36%[activator] | 8% | 2% | 2% | -34 | ? | -10%
Brc1ccsc1-c1csc(-c2ccncc2)n1 | 7% | 5% | -9% | -4% | 23 | -3% | -6%
O=C(COC(=O)C1CC2C=CC1C2)NCc1ccccc1Cl (stereo not drawn) | 4%[11.6 µM] | -14% | 1% | -13% | -27 | 2% | 0%
CCOc1ccc(OCC)c(Nc2nc3ccccc3n3nnnc23)c1 | / | / | / | 2% | -1 | 1% | -1%
C=CCSc1nc(N)c(C(=O)Nc2ccccc2C)cc1C(N)=O | 2% | -29% | -3% | 1% | 16 | 3% | 1%
Cc1ccc(C(=O)Nc2ccccc2N2CCCCC2)o1 | -13% | -12% | -3% | 3% | -61* | -20% | 1%
CC(=O)Nc1ccc(NC(=O)C(C)OC(=O)CCc2nc3ccccc3s2)cc1 (stereo not drawn) | 0% | -15%[11.4 µM] | 1% | 1% | 83 | 19% | ?
COc1cccc(-c2cc3nc(NCCCN(C)C)n(C)c(=O)c3s2)c1 | 47%[activator] | / | / | -3% | 5 | / | /
CCn1ccc2c(OCC(=O)Nc3ccccc3C(F)(F)F)cccc2c1=O | / | / | / | 0% | -27 | 8% | 2%
Cc1ccc(CNC(=O)Nc2ccccc2)n1C | 3% | -2% | 3% | -3% | 100 | 28µM* | -1%
CSc1ccc(CN(C)C(C)C(=O)NCC2CCCCC2)cc1 (stereo not drawn) | -3% | 102%[activator] | 4% | -3% | 2 | -10% | -6%
CCOC(=O)c1cc(Sc2ccccc2N)cc(C(=O)OCC)n1 | 16% | 23% | 5% | 6% | 59 | 4% | -1%
CN(C)S(=O)(=O)c1ccc(Cl)c(NC(=O)CSc2nc3c(cc2C#N)C(=O)CCC3)c1 | -2% | -9% | 0% | -1% | -20 | -19% | ?
CCOc1ccc(N(Cc2cc3ccc(C)cc3[nH]c2=O)S(=O)(=O)c2ccccc2)cc1 | 14% | 2% | 8% | 3% | ? | -13% | ?
Cc1ccc(C)c(N(CC(=O)NCc2ccco2)C(=O)CCC(=O)Nc2nccs2)c1 | -21% | 17% | 3% | -18% | -12 | -12% | ?

Additional structures.
Molecule | AMA1-RON2 inh | AmpC inh no detg | LmPK inhibitor | Tb PYK inh | HCMV inh | Sm TGR inh | AmpC detergent
CCOC(=O)c1cnc2ccc(Cl)cc2c1Nc1ccc(OCC)cc1 | / | / | / | 4% | 19 | -3% | -4%
CCn1c(O)c(C=NCc2cccs2)c(=O)[nH]c1=O | -15% | -12% | 3% | -15% | 30 | -24% | -1%
CCOC(=O)COc1cc2c(C(=O)OCC)c(C)oc2cc1Br | -5% | -13% | -9% | 6% | -19 | -31% | -13%
N#Cc1nc(-c2ccc(OCc3ccccc3)cc2)oc1N1CCOCC1 | -21% | -29% | -4% | -1% | -32 | 6% | 9%
COc1ccc(-c2cc(C(=O)OCC(=O)N(C)C)c3ccccc3n2)cc1 | -1% | 173%[activator] | 5% | 4% | 47 | -22% | -14%
Cc1nn(C)c(Cl)c1/C=N/OC(=O)c1ccc(F)cc1 | 1% | -6%[2.29 µM] | -8% | -5% | -21 | 0% | -9%
CCCc1cnc(N2CCN(C(=O)c3ccc(OC)cc3)CC2)nc1 | 5% | 55% | 4% | -3% | / | 5% | 4%
O=C1CN(C(=O)COc2cccc(F)c2)c2ccccc2N1 | / | -27% | 1% | / | ? | -12% | -4%
